# Eya2 inh: qHTS Assay for Inhibitors of the Phosphatase Activity of Eya2 | Protein phosphatase EYA2 (Homo sapiens), O00167 | recombinant Eya2, OMFP fluorescence dephosphorylation (OMFP is methylfluorescein phosphate) | Potency, µM (top dose mostly 76.9 µM), for the others: at the highest dose activity, negative = inhibition, most hits filed as inhibitors | 330,000 tested, 0.006% active; also: potency is read from the fitted curve at half-maximal effect; % is scaled to controls: 0 for no effect and ±100 for the full control effect
#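 Eya2 protein (added as 0.2 uM solution) was preincubated with compound for 10 min at ambient temperature in 50 mM HEPES pH 7.5, 50 mM NaCl, 5 uM MgCl2, 0.05% BSA, 1 mM DTT. OMFP (added at 50 uM) then reacted 10 min; fluorescence read at 485/525 nm.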
# TCR activator: Activators of T cell receptors: qHTS campaign; primary human leukocytes, anti-CD3, IL-2 HTRF, 48 h; 330,000 tested, under 10 active; Potency, µM (top dose mostly 9.22 µM), for inactives: at the highest dose activation of IL-2 secretion, hits mostly activators; also: % of control where 0% means no effect
#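 Activity was scored as IL-2 release from primary human leukocytes given only a TCR signal (a-CD3 beads) plus compound for 48 hr. Detection used a two-antibody HTRF format read at 665nm.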
# TRPV1 agonist: HTS Assay for Compounds that Act as Agonists of the Vanilloid Receptor 1. Transient receptor potential cation channel subfamily V member 1 (Homo sapiens), Q8NER1. TRPV1-expressing cells, Fluo-8 calcium influx, agonist mode. activation, % at 8.33 µM. 320,000 tested, 0.19% active. AID 540275, 2011; in the data active = activation above about 80%; inconclusive = between about 30% and that limit; also: 0% is about no effect
#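 Fluo-8 calcium influx in TRPV1-expressing cells, kinetic read (ex 480/em 520 nm). Compound added and read 3 min for agonist activity, followed by capsaicin at EC20 final and 2 min further read for enhancement.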
# A-T KAP1 phos: qHTS Assay for Identifying a Potential Treatment of Ataxia-Telangiectasia. […] A-T fibroblasts, KAP-1 phosphorylation AlphaLISA; neocarzinostatin DNA damage 30 min before lysis. Potency, µM (series often up to 57.5 µM), for the others: top-dose activation, most hits filed as activators. 320,000 tested, 0.19% active. AID 485349, 2010; also: potency is read from the fitted curve at half-maximal effect; % of control where 0% means no effect; nearly all actives have a fitted effect of over 45% in size
#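 hTERT-immortalized A-T patient fibroblasts ([…]), 500 cells/well in OPTI-MEM, 1% FBS, got compounds for 60 min, then NCS for 30 min at 37C. Lysates were then assayed for phospho-KAP-1 by AlphaLISA (anti-pKAP1 donor, anti-KAP1 acceptor beads), 6 hr at 25C.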
# hERG WT inh: qHTS for Inhibitors of KCHN2 3.1: Wildtype qHTS | Voltage-gated inwardly rectifying potassium channel KCNH2 (Homo sapiens), Q12809 | U2OS, BacMam KCNH2, thallium flux FluxOr; active compounds read low | activity change, % at 1.84 µM | 340,000 tested, 0.37% active | AID 720551, 2013;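 active = maximum activity change below -70%; inconclusive = maximum activity change between -70% and -50%; inactive = maximum activity change above -50%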; also: % is scaled to controls: 0 for no effect and ±100 for the full control effect
#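 U2OS cells were transduced with wild-type KCNH2 virus (2.03 x 10^8 / mL) for 4 h at room temperature, then cultured overnight at 37 C. Thallium flux was read with FluxOr dye. Rate constants were normalized to DMSO controls.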
# KCNH2 3.1 block: qHTS for Inhibitors of KCHN2 3.1: Mutant qHTS; Potassium voltage-gated channel subfamily H member 2, brain isoform KCNH2 3.1 (human); U2OS KCNH2 3.1, thallium flux FluxOr; active compounds read low; activity change, % (tested at about 1.8 µM); 340,000 tested, 0.95% active; AID 720553, 2013;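 active = maximum activity change below -70%; inconclusive = maximum activity change from -70% to -50%; inactive = maximum activity change above -50%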;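 also: thallium influx rate constant from kinetic fluorescence after stimulation buffer; % is scaled to controls: 0 for no effect and ±100 for the full control effect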
#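 We transduce U2OS cells with the mutant 3.1 virus, culture them overnight, load FluxOr with Red40 quencher for 45 min, then add stimulation buffer and read kinetically for 2 min to derive a normalized rate constant.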
# TSHR antagonist: Antagonists of the Thyroid Stimulating Hormone Receptor: HTS campaign; 330,000 tested, 0.2% active; TSHR-expressing cells, TSH-stimulated cAMP HTRF, 2 h; active compounds read low; activity change, negative = inhibition, % at 11.5 µM; AID 504810, 2011; Thyrotropin receptor (Homo sapiens), P16473;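 active = activity change below a set negative limit, meaning inhibition stronger than a set level, cut at about -70% in these data; inconclusive = activity change between two set negative limits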; also: % is scaled to controls: 0 for no effect and ±100 for the full control effect
# Target sequence (P16473 whole entry, looked up): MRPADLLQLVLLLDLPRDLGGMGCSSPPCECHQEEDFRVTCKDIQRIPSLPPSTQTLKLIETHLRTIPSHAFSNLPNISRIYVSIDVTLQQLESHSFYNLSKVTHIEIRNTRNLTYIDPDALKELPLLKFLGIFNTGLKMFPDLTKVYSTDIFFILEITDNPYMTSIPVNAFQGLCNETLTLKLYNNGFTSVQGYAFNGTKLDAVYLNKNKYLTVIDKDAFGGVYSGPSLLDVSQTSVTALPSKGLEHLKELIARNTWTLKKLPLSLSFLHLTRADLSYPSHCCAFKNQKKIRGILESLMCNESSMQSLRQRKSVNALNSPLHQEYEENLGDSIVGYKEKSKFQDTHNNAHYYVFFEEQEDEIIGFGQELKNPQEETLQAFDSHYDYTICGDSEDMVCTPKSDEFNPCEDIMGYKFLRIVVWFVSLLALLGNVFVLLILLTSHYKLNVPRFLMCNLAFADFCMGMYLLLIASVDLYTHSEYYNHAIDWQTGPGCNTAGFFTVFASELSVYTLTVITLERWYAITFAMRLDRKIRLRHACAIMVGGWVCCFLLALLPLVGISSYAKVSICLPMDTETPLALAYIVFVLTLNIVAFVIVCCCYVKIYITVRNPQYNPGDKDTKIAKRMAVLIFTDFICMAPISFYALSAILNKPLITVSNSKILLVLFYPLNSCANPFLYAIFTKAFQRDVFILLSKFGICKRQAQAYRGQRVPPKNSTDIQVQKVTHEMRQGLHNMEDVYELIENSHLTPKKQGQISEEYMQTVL
#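 TSHR-expressing cells, 200/well, pre-treated with compound, then stimulated with EC80 TSH (4nM final) for 2 hours at 37 deg C. cAMP measured by competitive HTRF: anti-cAMP cryptate antibody in lysis buffer plus cAMP-d2, read after 30 minutes at room temperature.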
# ELG1 DNA repair: qHTS screen for small molecules that inhibit ELG1-dependent DNA repair in human embryonic kidney (HEK293T) cells expressing luciferase-tagged ELG1 | HEK293T ELG1-luciferase reporter, luminescence, 16 h; DNA damage induced by 5-fluorouridine | Potency, µM (titrated, usually from 46.1 µM), without a hit: top-dose activity change, negative = inhibition, hits mostly inhibitors | 330,000 tested, 2.3% active | AID 504467, 2011; also: potency is read from the fitted curve at half-maximal effect; % is scaled to controls: 0 for no effect and ±100 for the full control effect; nearly all actives have a fitted effect of over 55% in size
#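 5-Fluorouridine DNA damage + compound/DMSO, 2,000 cells/well, 16 h, 37 °C/5% CO2. ONE-Glo, 30 min RT, luminescence. Readout = decrease in reporter signal.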
# Mito fusion yeast: qHTS Assay for Small Molecule Inhibitors of Mitochondrial Division or Activators of Mitochondrial Fusion; S. cerevisiae fusion-defective mutant growth rescue, CellTiterGlo 48 h; Potency, µM (titrated, usually from 46.1 µM), without a hit: top-dose growth rescue (activation), usual class: activators; 320,000 tested, 0.23% active; AID 485298, 2010;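 also: potency is read from the fitted curve at half-maximal effect; % of control where 0% means no effect; nearly all actives have a fitted effect of over 45% in size; temperature-sensitive fusion mutants such as fzo1-1 at 37 °C on non-fermentable ethanol glycerol medium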
#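 Yeast fusion mutant, YPEG (non-fermentable carbon), compound, 48 h at 37C non-permissive; CellTiterGlo added, 10 min RT, luminescence read. Rescued growth = division inhibition.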
# USP2a inh: qHTS Assay for Inhibitors of Ubiquitin-specific Protease USP2a Using CHOP2 as the Reporter; Ubiquitin carboxyl-terminal hydrolase 2 (Homo sapiens), O75604; USP2 core, Ub-CHOP2 coupled fluorogenic reporter, 485/531; Potency, µM (titrated, usually from 38.3 µM), without a hit: at the top dose activity change, negative = inhibition, usual class: inhibitors; 330,000 tested, 0.01% active;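 also: potency is read from the fitted curve at half-maximal effect; plate controls were DMSO wells for no effect and full inhibition by NEM control for full effect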
#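 Deubiquitinase activity read as fluorescence (485/531 nm) after Ub-CHOP2 cleavage activates the enterokinase reporter on its substrate; USP2 core 10nM, Ub-CHOP2 and substrate 25nM each, 30min compound preincubation then 60min RT; data normalized to NEM, curves fitted.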
# Active calls of the source: *; i = inactive; ? = inconclusive; nt = no result given; [ ] = dose if it differs, or a comment. Unless noted, calls follow the shape of the dose curve; as a rule, active = well fitted curve in the direction sought with a large enough effect; inconclusive = small, poorly fitted or top-dose-only effect, or another doubt; inactive = no such curve, though single readings can be large; an effect the other way counts as inactive or inconclusive. An excerpt; rates above refer to the full screens.
SMILES,Eya2 inh,TCR activator,TRPV1 agonist,A-T KAP1 phos,hERG WT inh,KCNH2 3.1 block,TSHR antagonist,ELG1 DNA repair,Mito fusion yeast,USP2a inh
C#CCCC(=O)c1ccccc1/C=[N+](\[O-])c1ccccc1,3%,-15%,2,6%,-4,-14,-5,15%,-6%,-1%
CC(C)=CCCC(C)CN1CCC(N2CCC(C(=O)N3CCCC3)CC2)CC1 (stereo not drawn),-14%,4%,1,0%,14,?,10,-10%,-21%,2%
CCOc1ccc(NC(=O)C2CCN(S(=O)(=O)c3cccnc3)CC2)cc1,-12%,nt,2,3%,2,11,-4,0%,2%,2%
Cc1cc(C(=O)COC(=O)c2ccc3c(c2)NC(=O)CS3)c(C)n1CC1CCCO1 (stereo not drawn),2%,-4%[46.1 µM],?,-8%,-2,-15,12,?,-5%,-2%
Cc1ccc(NC(=S)c2ccncc2)c(C)c1,-2%,-2%,13,7%,-5,5,3,5%,-28%,0%
CC(=O)N1CCN(Cc2nc3cc([N+](=O)[O-])ccc3n2C)CC1,1%,-6%,2,-10%,1,-11,0,4%,1%,2%
CCOC(=O)C1CCN(C(=O)N(CC)CC)CC1,5%,4%,3,-2%,-1,nt,-10,-1%,-2%,1%
Cn1c(=O)c2c(ncn2CC(=O)N2CCN(c3ccc(F)cc3)CC2)n(C)c1=O,-9%,1%,4,5%,-4,14,-1,-6%,-1%,0%
CC1(C)Cc2c(C#N)c(NCCc3ccccc3)nc(-c3ccco3)c2CO1,-3%,4%,-1,9%,-2,-4,-13,0%,1%,1%
O=P1(O)C=C(c2ccccc2)NC(c2ccccc2)=C1,-18%,nt,-4,-4%,4,0,-1,1%,-11%,3%
O=C(CCc1c[nH]c2ccccc12)NCCc1ccc2c(c1)OCCO2,3%,3%,23,2%,-3,4,-5,-3%,1%,2%
COc1ccccc1NS(=O)(=O)c1cc2c3c(c1)CCN3C(=O)CC2,-20%,-5%,1,-4%,-12,-10,3,?,2%,2%
CC(C)=CCC/C(C)=C/CNC(=O)C[C@H]1C[C@H](C(=O)N2CCCCC2)[C@@]2(C)c3[nH]c4cc(-c5ccco5)ccc4c3CCN2C1=O,-7%,-1%[46.1 µM],nt,-3%[11.5 µM],6,-8,-7,-29%,nt,-7%
Cc1ccc(NC(=O)CN(C)C(=O)Cn2ncc(Cl)c(Cl)c2=O)cc1,3%,4%[46.1 µM],1,-9%,-13,4,3,?,1%,-2%
CNC(=O)c1cc2ccccc2o1,4%,-6%[46.1 µM],1,0%,11,24,-10,?,2%,-1%
Cc1ccc(NC2c3ncccc3C(=O)N2C2CCCCC2)cc1C (stereo not drawn),-29%,nt,5,5%,-8,-4,-6,15%,-2%,1%
Cc1ccc2nc(-c3ccccc3)oc(=O)c2c1,-1%,4%,7,5%,9,-12,-10,0%,-4%,0%
C=CCN(CC=C)CCOc1ccc(OC(C)C)cc1,-1%,7%,13,-4%,i,-2,-2,0%,-11%,2%
Cc1cccc(C(=O)Nc2scc(CC(C)C)c2C(=O)O)c1,25%,7%[46.1 µM],1,5%,0,1,-6,6%,?,2%
O=C(/C=C/c1ccc(Cl)cc1)NCCCN1CCOCC1,17%,1%,30,0%,56,-24,2,1%,-2%,-1%
Cn1c(SC(C(=O)Nc2ccc(F)cc2)c2ccccc2)nc2ccccc21 (stereo not drawn),1%,-2%[46.1 µM],85*,7%,-9,-82*,0,?,16%,-8%
Cn1cccc1CNC1CCCCC1,5%,0%,0,1%,-8,-1,12,-13%,-2%,0%
O=C(N/N=C/c1cc([N+](=O)[O-])ccc1N1CCCCCC1)c1ccccn1,-14%,4%,?,3%,-15,-6,-8,?,-3%,1%
Cc1ccc2c(c1)c(C1=NC(=S)NC1=O)c(O)n2C,-8%,10%,-17,4%,3,3,4,-14%,1%,-5%
CC(=O)c1cccc(CN2CCN(Cc3ccccc3)C(CCO)C2)c1 (stereo not drawn),4%,-4%,-2,3%,-11,-10,3,-10%,-6%,2%
Cc1ccc(NC(=O)CNc2cccc(C)c2C)c(C)c1,0%,-5%,9,2%,5,-19,-4,-12%,7%,2%
COc1cc([N+](=O)[O-])ccc1NC(=S)NNC(=O)CCC(=O)Nc1ccccc1Cl,-19%,3%,2,18%,-18,23,12,?,-12%,3%
O=C(NCCc1c[nH]c2ccccc12)c1cc2sccc2n1Cc1ccccc1,3%,3%,11,nt,-1,6,4,?,?,0%
Cn1cncc1C#Cc1c(C=O)[nH]c2ccccc12,-8%,-2%,3,1%,-7,-9,-1,?,8%,0%
CS(=O)(=O)c1cccc(NC(=O)CSc2nnc3n2CCCCC3)c1,-20%,-1%,2,2%,5,4,7,13%,-2%,0%
Cc1cc(NC(=O)c2cc3ncc(Br)cn3n2)no1,6%,-7%,16,3%,1,3,0,7%,1%,1%
CC(=O)c1ccc(Nc2cc(C)nc3ccc(C)cc23)cc1,5%,-2%,19,-3%,2,-8,13,?,1%,-1%
Clc1ccc(Cl)c(-c2ccc(/C=N/c3ncn[nH]3)o2)c1,-8%,2%,0,-2%,4,9,-8,-8%,2%,0%
COC(=O)c1c(-c2ccsc2)sc2ccc(-c3cc(OC)c(OC)c(OC)c3)cc12,4%,1%,nt,1%,-2,0,-24,9.2µM*,nt,3%
COc1ccc(NC(=O)c2ccco2)cc1NC(=O)c1ccc(C)cc1,-7%,-24%,20,-7%,-5,-6,7,?,15%,3%
COc1cc(C(=O)O)nc2ccc([N+](=O)[O-])cc12,5%,-2%,2,-1%,-5,-13,2,12%,-6%,1%
CCOc1ccc2[nH]c(=O)c(CN(Cc3cccs3)Cc3nnnn3C(C)(C)CC)cc2c1,15%,6%,6,6%,-2,5,6,?,4%,?
CCn1cc(CNC(=O)c2cc(-c3ccccc3OC)nc3ccccc23)c(C)n1,-7%,-4%,21,-5%,-7,-4,-8,-18%,-4%,4%
CCCCCOc1ccc(CSC2=NCCN2)cc1[N+](=O)[O-],-18%,2%[46.1 µM],0,-3%,nt,-45,3,?,-2%,1%
CCN(CC)C1CCN(C(=O)c2cc(COc3cccc4cccnc34)on2)C1 (stereo not drawn),-13%,9%,2,-12%,-8,-3,13,?,3%,-2%

# Some of these compounds in order of formula weight, low to high.
SMILES,Eya2 inh,TCR activator,TRPV1 agonist,A-T KAP1 phos,hERG WT inh,KCNH2 3.1 block,TSHR antagonist,ELG1 DNA repair,Mito fusion yeast,USP2a inh
Cc1cc(NC(=O)c2cc3ncc(Br)cn3n2)no1,6%,-7%,16,3%,1,3,0,7%,1%,1%
Cn1c(SC(C(=O)Nc2ccc(F)cc2)c2ccccc2)nc2ccccc21 (stereo not drawn),1%,-2%[46.1 µM],85*,7%,-9,-82*,0,?,16%,-8%
CCn1cc(CNC(=O)c2cc(-c3ccccc3OC)nc3ccccc23)c(C)n1,-7%,-4%,21,-5%,-7,-4,-8,-18%,-4%,4%

# Single entries from the list:
# In Eya2 inh, CCn1cc(CNC(=O)c2cc(-c3ccccc3OC)nc3ccccc23)c(C)n1 has -7%
# In A-T KAP1 phos, Cn1c(SC(C(=O)Nc2ccc(F)cc2)c2ccccc2)nc2ccccc21 (stereo not drawn) has 7%
# In TSHR antagonist, Clc1ccc(Cl)c(-c2ccc(/C=N/c3ncn[nH]3)o2)c1 has -8
# In KCNH2 3.1 block, CC(=O)c1cccc(CN2CCN(Cc3ccccc3)C(CCO)C2)c1 (stereo not drawn) has -10
# In Eya2 inh, COc1cc([N+](=O)[O-])ccc1NC(=S)NNC(=O)CCC(=O)Nc1ccccc1Cl has -19%
# In KCNH2 3.1 block, Cn1cncc1C#Cc1c(C=O)[nH]c2ccccc12 has -9
# In TCR activator, Cc1ccc(NC(=O)CNc2cccc(C)c2C)c(C)c1 has -5%

# Source: PubChem BioAssay
